influenza NS1A – H1N1 influenza NS1A inhibitors, functional cell based assay (AID 504329); NS1A functional cell-based assay, percent inhibition; higher % means a stronger effect; inhibition, % at 12.5 µM, or IC50 in µM where a hit was titrated; actives 0.3% (n = 340,000); in the data active = a potency from the dose series; inconclusive = inhibition above about 27% without an active follow-up result; also: strong numbers were not always called active
PhoP GFP inhibition – PhoP regulon inhibitors, Salmonella typhi PhoP promoter GFP reporter, confirmatory (AID 1850). actives 0.33% (n = 310,000). inhibition, % at 50 µM, or IC50 in µM where a hit was titrated. Salmonella Typhi PhoP-promoter GFP reporter, fluorescence, 4 h; higher % means a stronger effect; in the data active = a potency from the dose series; inconclusive = inhibition mostly from about 25% at the one dose, without a potency; inactive = the rest, 99 in 100 with inhibition below about 19%;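 also: 0% = induced wells with vehicle and 100% = uninduced wells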
M. tuberculosis – growth inhibition of non-replicating M. tuberculosis (AID 488890); Mycobacterium tuberculosis non-replicating, growth inhibition; higher % means a stronger effect; one-dose inhibition, % at 25 µM; IC50 in µM for titrated hits; actives 0.39% (n = 320,000); in the data active = a potency from the dose series; inconclusive = inhibition mostly from about 82% at the one dose, without a potency; inactive = the rest, 99 in 100 with inhibition below about 76%;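 also: plate controls were DMSO cells for no effect and high antibiotic wells for full effect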
H37Rv inhibition – M. tuberculosis growth inhibition, HTS (AID 449762); M. tuberculosis H37Rv growth inhibition, 7H9 media; higher % means a stronger effect; one-dose inhibition, % at 25 µM; IC50 in µM for titrated hits; actives 0.59% (n = 330,000); in the data active = a potency from the dose series; inconclusive = inhibition above about 70% without an active follow-up result;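 also: bacterial growth assessed after seven days of incubation; strong numbers were not always called active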
inhibitors of VEEV – inhibitors of VEEV TC-83 cytopathic effect, confirmation, Vero cells (AID 588727). Vero cells, VEEV TC-83 cytopathic effect inhibition; higher % means a stronger effect. inhibition, % at 20 µM; hits with a dose series show IC50 in µM. actives 0.13% (n = 350,000); in the data active = a potency from the dose series; inconclusive = inhibition mostly from about 14% at the one dose, without a potency; inactive = the rest, 99 in 100 with inhibition below about 12%; also: strong numbers were not always called active
inhibitors of VEEV 10K pilot screen – also measured in inhibitors of VEEV; calls as there; inhibition, %; measured here: 10K pilot screen inhibition
The depositor's hits bear a star; i = inactive; ? = inconclusive; . = not tested or not shown. An unsorted share of the library. Share with any hit: about 1.4%.

SMILES | influenza NS1A | PhoP GFP inhibition | M. tuberculosis | H37Rv inhibition | inhibitors of VEEV | others
CCCCNc1c(-c2cccc(SC(C)CC)c2)nc2ccc(Cl)cn12 (configuration not stated) | -2% | . | 27% | 11% | i
Cc1cccc(Nc2nc3ccccc3n3nnnc23)c1 | 5% | -9% | 7% | 16% | i
Cc1cc(NC(=O)COC(=O)CCS(=O)(=O)c2ccc(C)c(C)c2)no1 | -1% | 2% | 11% | 1% | 1.0%
CCOC(=O)c1nc2ccccc2nc1C | 6% | -7% | 25% | -1% | 1.8%
CCC/C(=N\NC(=O)c1ccco1)c1ccc(Cl)s1 | -2% | -9% | 9.4µM* | -6% | 3.5%
CC(C#N)Sc1ncnc2sc(-c3ccccc3)cc12 (configuration not stated) | 6% | -2% | 15% | 6% | 1.8%
CC1CCCCN1C(=O)Cn1c(=O)n(CCC(=O)NCc2ccco2)c(=O)c2sccc21 (configuration not stated) | 0% | -11% | -6% | -11% | i
Cc1cccc(NC(=O)C2(c3ccc([N+](=O)[O-])cc3)CCCC2)c1 | -1% | -4% | 26% | 9% | 3.9%
N#CC1(C#N)COC23CCCCC2C1(C#N)C(=N)O3 (configuration not stated) | 3% | -2% | -3% | -10% | 1.0%
COc1ccccc1NC(=O)CSc1nc(O)c(Cc2ccccc2)c(=O)[nH]1 | 0% | -3% | 4% | 2% | i
COc1cccc(OC)c1C(=O)N1CCN(c2ccccn2)CC1 | 1% | 5% | -4% | 1% | i
CS(=O)(=O)Nc1ccc(C2=NN(C(=O)c3ccco3)C(c3ccccc3)C2)cc1 (configuration not stated) | -1% | -5% | 2% | 3% | 8.7%
COc1ccc(NC(=O)c2ccc(NC(=O)c3nc4nccc(C)n4n3)cc2)cc1 | 3% | . | 2% | -3% | 1.3%
Cc1cc(OCCOc2cccc3cccnc23)c(C)cc1Cl | -7% | 1% | -17% | -1% | 0.8%
CSc1cccc(NC(=O)Cc2ccccc2[N+](=O)[O-])c1 | 3% | 3% | -2% | 8% | 1.4%
Cc1ccc2nc(N(CCCN(C)C)C(=O)c3sc4ccccc4c3Cl)sc2c1 | 13% | 36µM* | 26% | -5% | 6.2%
Cc1cccc(OCC(=O)NNC(=O)c2ccccc2OCc2c(C)noc2C)c1 | -2% | . | 5% | -12% | 4.2%
COc1ccc(C2Cc3ccccc3C(=O)O2)cc1 (configuration not stated) | -4% | 8% | 26% | -8% | 0.3%
O=C(NN1CCOCC1)c1ccc(Cl)c(Cl)c1 | -6% | -11% | -2% | 1% | 1.6%
CCCCOCCCNC(=O)c1ccc(OCC)cc1 | 2% | 3% | 53% | -3% | 0.3%
COC(=O)c1c(NC(=O)COc2ccc(Cl)cc2)sc2c1CC(C)(C)NC2(C)C | 13% | 0% | ? | ? | 5.1%
CCCn1c(C)cc(/C=C(\C#N)C(=O)OCC(=O)NC(=O)NC(C)(C)C)c1C | 9% | 3% | -3% | 0% | 1.7%
O=c1c2ccccc2nc(SCc2cn3ccsc3n2)n1-c1ccccc1F | -18% | 6% | 21% | 18% | 8.3%
COc1ccc(NC(=O)CC2C(=O)N(c3ccccc3)C(=O)N2Cc2ccco2)cc1 (configuration not stated) | 8% | 7% | 14% | -3% | 0.7%
CCOc1ccc2ccccc2c1/C=N/NC(=O)CC1(C)OCCCO1 | 2% | -1% | 26% | 8% | i
CC(C)=NOCC(=O)Nn1c(COc2ccccc2)nc2ccccc2c1=O | 6% | -6% | 0% | -7% | 0.5%
COc1cc(NC(=O)c2cccs2)ccc1NC(=O)Cc1ccccc1 | -2% | -5% | 15% | -1% | 7.6%
CNC(=S)N(CCc1ccccc1)Cc1cc2cc(OC)c(OC)cc2[nH]c1=O | -7% | -7% | 20% | -6% | 2.1%
COc1cccc(OC)c1C(=O)Nc1ccc2c(c1)Cc1ccccc1-2 | 7% | 2% | 6% | -9% | 4.6%
O=C(NC1CC(=O)N(c2ccc(Cl)cc2)C1)C1CC1 (configuration not stated) | -13% | 1% | 16% | -8% | 5.0%
NC(=O)C(CC(=O)O)NC(=O)[C@@H]1CCCNc2c(I)cc([N+](=O)[O-])cc2C(=O)N[C@@H](CO)C(=O)N[C@@H](Cc2ccc(O)cc2)C(=O)N1 (some centres not stated) | 8% | -5% | 3% | -2% | 2.1%
O=C(c1ccco1)N(CCO)Cc1cc2cc3c(cc2[nH]c1=O)OCO3 | -14% | 8% | -9% | -2% | 0.5%
O=C(COC(=O)[C@@H]1CC(O)CN1S(=O)(=O)c1ccc(Cl)cc1)NC(=O)NCc1ccccc1 (some centres not stated) | -3% | -2% | -8% | 0% | 2.0%
COCc1cc(Sc2c(Cl)cccc2Cl)nc(-c2ccccc2)n1 | 0% | -5% | 10% | 0% | 4.8%
O=C(N/N=C/c1cc2c(cc1Cl)OCO2)c1ccc2c(c1)OCCO2 | -4% | -2% | -7% | -7% | 8.7%
O=C(NCC(=O)N(CC1CCCO1)C(C(=O)NC1CCCCC1)c1cccnc1)c1cccs1 (configuration not stated) | -6% | -1% | 3% | 1% | 0.9%
COc1ccc(CCNC(=O)C(=O)NN=C2CCCCCCC2)cc1OC | 1% | -7% | 6% | 7% | 3.0%
Cc1ccc(OCC(=O)N2CCN(Cc3ccc([N+](=O)[O-])cc3)CC2)cc1 | 12% | 20% | 59% | 3% | 1.1%
Cc1ccc(C(=O)C2CCN(S(=O)(=O)c3ccccc3C(=O)O)CC2)cc1 | -4% | . | . | . | 2.7%
O=C(O)CCN(CCC(=O)O)S(=O)(=O)c1ccccc1 | 4% | -5% | -6% | -2% | 1.5%
O=C(OC(C(=O)NCC1CCCO1)c1ccccc1F)c1ccco1 (configuration not stated) | -5% | -12% | 17% | 9% | 0.9%
CCOc1ccc(-n2cnc3sc(C)c(C)c3c2=O)cc1 | -1% | 3% | -10% | -1% | 1.3%
O=C(C1CCN(C2CCN(Cc3ccc4c(c3)CCO4)CC2)CC1)N1CCOCC1 | 0% | 9% | 1% | -9% | 1.4%
CCOC(=O)C1CCN(CC(C)(C)NS(=O)(=O)c2ccc(Cl)cc2)CC1 | 9% | 3% | 14% | -4% | i
O=c1c2ccccc2nc2n1CCO2 | -4% | 6% | -3% | 0% | 0.8%
CC1=C(C(=O)OCCOC(C)C)C(c2cc3c(cc2Br)OCO3)C2=C(CCCC2=O)N1 (configuration not stated) | 1% | -6% | 13% | 0% | 0.8%
NC(=S)N=Nc1c(O)n(CCCl)c2ccc(Cl)cc12 | 9% | 10% | -5% | 4% | i
Cc1ccc(C2(c3ccccc3)NC(=O)N(CC(=O)N3CC(=O)Nc4ccccc43)C2=O)cc1C (configuration not stated) | -2% | . | -7% | ? | 1.5%
Cc1nn(Cc2ccc(Cl)cc2Cl)c(C)c1NC(=O)c1nn(C)cc1Cl | 3% | 8% | -6% | -6% | i
O=S(=O)(Nc1nc2ccccc2nc1Nc1ccc2c(c1)OCCO2)c1cccs1 | 4% | -6% | 10% | 2% | 1.1%
CCOc1ccc(NC(=O)c2cc(F)c(F)cc2Cl)cc1OCC | 10% | 1% | 23% | 58% | 0.7%
CCOP(=O)(OCC)C(NC(=O)Nc1ccc(Cl)c(Cl)c1)C(N)=O (configuration not stated) | -5% | -3% | 8% | -8% | 2.8%
CC(=O)NC1=NN(C(C)=O)C(c2ccc(C(C)C)cc2)S1 (configuration not stated) | -3% | 2% | 1% | 6% | 0.1% | inhibitors of VEEV 10K pilot screen=1.3
COc1ccc(C(=O)NC23CC4CC(CC(C4)C2)C3)cc1 | -3% | 0% | -2% | -1% | 0.8%
O=C(NCCc1ccccc1)C1CCN(C2CCN(Cc3ccco3)CC2)CC1 | -8% | 9% | 19% | -2% | i
C=C(C)COc1ccc(-c2ncnc(C(F)(F)F)c2-c2ccc(OC)cc2)c(O)c1 | -5% | -1% | 11% | 3% | 6.0%
Cc1cc(Cl)c2oc(C(=O)NCCN3CCCCC3CO)c(C)c2c1 (configuration not stated) | -1% | 0% | 23% | -5% | 2.2%
O=C(Nc1ccccc1Cl)/C(Cl)=C(\Cl)S(=O)c1ccccc1 (configuration not stated) | 8% | 2% | ? | ? | i
Cc1c(C(=O)Nc2ccccc2F)sc2ncn(CC(=O)N3CCOCC3)c(=O)c12 | -5% | 3% | 2% | -9% | 2.0%
O=C(COC(=O)c1ccc(O)cc1O)NC(=O)Cc1ccccc1 | 3% | . | . | . | 1.5%

Among those listed so far, 4 have two or more sulfur atoms:
SMILES | influenza NS1A | PhoP GFP inhibition | M. tuberculosis | H37Rv inhibition | inhibitors of VEEV | others
CC(C#N)Sc1ncnc2sc(-c3ccccc3)cc12 (configuration not stated) | 6% | -2% | 15% | 6% | 1.8%
Cc1ccc2nc(N(CCCN(C)C)C(=O)c3sc4ccccc4c3Cl)sc2c1 | 13% | 36µM* | 26% | -5% | 6.2%
O=c1c2ccccc2nc(SCc2cn3ccsc3n2)n1-c1ccccc1F | -18% | 6% | 21% | 18% | 8.3%
O=S(=O)(Nc1nc2ccccc2nc1Nc1ccc2c(c1)OCCO2)c1cccs1 | 4% | -6% | 10% | 2% | 1.1%

Returning to the listing, repeating the two entries before the break.
SMILES | influenza NS1A | PhoP GFP inhibition | M. tuberculosis | H37Rv inhibition | inhibitors of VEEV | others
Cc1c(C(=O)Nc2ccccc2F)sc2ncn(CC(=O)N3CCOCC3)c(=O)c12 | -5% | 3% | 2% | -9% | 2.0%
O=C(COC(=O)c1ccc(O)cc1O)NC(=O)Cc1ccccc1 | 3% | . | . | . | 1.5%
COc1ccc(CCNC(=O)c2cccc(NS(=O)(=O)c3ccccc3F)c2)cc1OC | -5% | 0% | 13% | -14% | 9.2%
COc1cc(/C=C2/C(=O)ON=C2c2ccccc2)ccc1O | 6% | 0% | 2% | 6% | 10%
C[n+]1cccc(C(=O)[O-])c1 | 0% | -8% | 12% | -2% | 3.0%
Cc1cccc(C)c1OCc1cc(C(=O)N2CCCCCCC2)no1 | -7% | -6% | 44% | 9% | i
CCOc1ccc(C(=O)Nc2ccc(N3CCCC3)cc2)cc1 | 11% | -12% | 40% | 2% | 2.2%
O=C(c1c(F)cccc1F)N(Cc1cccs1)C1CCCC1 | 0% | -1% | 27% | 2% | i
Cc1cc(NS(=O)(=O)c2ccc(NC(=O)/C=C/c3ccccc3)cc2)nc(C)n1 | -10% | . | 55% | 66% | 3.8%
O=C(NN1C(=O)c2ccccc2NC1c1cccnc1)c1ccc([N+](=O)[O-])cc1 (configuration not stated) | 6% | -5% | -2% | 0% | i
Cc1ccc(C2Nc3ccccc3C(=O)N2CCCN2CCOCC2)cc1 (configuration not stated) | -1% | 15% | 2% | -17% | 0.6%
Cn1c(=O)c(=O)n(C)c2cc(S(=O)(=O)N3CCCC3C(=O)NCc3cccs3)ccc21 (configuration not stated) | -3% | 10% | -4% | -8% | 1.7%
CCOC(=O)C(c1ccccc1)C(Nc1cc(C(F)(F)F)cc(C(F)(F)F)c1)c1ccccn1 (configuration not stated) | -18% | 0% | -5% | 3% | 0.7%
Cc1cccc(C)c1NC(=O)c1sc(N)nc1-c1ccccc1 | -10% | -21% | 100% | -1% | i
CS(=O)(=O)c1cccc(C(=O)Nc2cccc(-c3nc4ccccc4[nH]3)c2)c1 | 96% | 6% | 8% | 3% | 4.7%
Nc1nc2ncc(C(=O)c3cc(Cl)cc(Cl)c3O)cc2s1 | -5% | 4% | 3% | -7% | 1.7%
CCC(=O)N1CCN=C1SCc1c(F)cccc1Cl | 3% | -1% | 10% | 7% | 2.9%
Cc1cc(Cl)c2oc(C(=O)N(C)CCCCN3CCOCC3)c(C)c2c1 | -1% | 1% | 0% | 2% | 5.2%
COc1ccc(CC(=O)Oc2ccc(C(C)(C)C)cc2)cc1S(=O)(=O)N1CCOCC1 | -4% | 7% | -2% | 4% | 0.7%
Cc1ccc(S(=O)(=O)NCCC(=O)OCC(=O)N(Cc2ccccc2)C(C)(C)C)cc1C | -5% | 1% | 3% | -6% | 0.8%
Cc1ccc(S(=O)CCNC(=O)Cc2ccccc2)cc1 (configuration not stated) | -9% | 5% | 8% | -3% | i
COc1ccccc1N(CC(=O)Nc1ccc2c(c1)OCCO2)S(=O)(=O)c1ccc(C)cc1 | 6% | -16% | 24% | 16% | 13%
Cc1ccc(Nc2nc(CSc3nnc(-c4ccncc4)n3-c3ccccc3C)cs2)cc1 | -2% | -3% | -21% | 0% | 6.3%

Screening data (PubChem BioAssay)
